Source: PubChem (several laboratories)
LAP4 TOR yeast: modulators of TOR pathway LAP4-GFP in S. cerevisiae | S. cerevisiae LAP4-GFP multiplex, flow cytometry GFP, 3 h; median GFP as percent of DMSO wells | GFP response vs DMSO, % at 10 µM | actives 0.34% (n = 320,000);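 active = GFP response vs DMSO above a set limit, about the screen mean plus 3 SD, cut at about 150% in these data; inconclusive = under 70 cell events counted for the yeast strain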
MEP2 TOR yeast: yeast TOR pathway MEP2-GFP modulation; S. cerevisiae MEP2-GFP strain, flow cytometry GFP, 3 h; 100% = DMSO control level; GFP response vs DMSO, % at 10 µM; actives 0.51% (n = 330,000);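 active = GFP response versus DMSO above a set limit, roughly screen mean plus 3 SD, cut at about 180% in these data; inconclusive = fewer than 70 cells counted for a yeast strain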;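 note: median GFP fluorescence of the barcode-gated MEP2-GFP cells per well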
AHR act: activators of human aryl hydrocarbon receptor | AID 2796 | activation, % at 5 µM | AHR-responsive luciferase reporter cells, luminescence | actives 2.5% (n = 320,000); in the data active = activation above about 47%;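 note: 0% = vehicle wells and 100% = reference agonist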
Target sequence (P35869 whole entry, looked up): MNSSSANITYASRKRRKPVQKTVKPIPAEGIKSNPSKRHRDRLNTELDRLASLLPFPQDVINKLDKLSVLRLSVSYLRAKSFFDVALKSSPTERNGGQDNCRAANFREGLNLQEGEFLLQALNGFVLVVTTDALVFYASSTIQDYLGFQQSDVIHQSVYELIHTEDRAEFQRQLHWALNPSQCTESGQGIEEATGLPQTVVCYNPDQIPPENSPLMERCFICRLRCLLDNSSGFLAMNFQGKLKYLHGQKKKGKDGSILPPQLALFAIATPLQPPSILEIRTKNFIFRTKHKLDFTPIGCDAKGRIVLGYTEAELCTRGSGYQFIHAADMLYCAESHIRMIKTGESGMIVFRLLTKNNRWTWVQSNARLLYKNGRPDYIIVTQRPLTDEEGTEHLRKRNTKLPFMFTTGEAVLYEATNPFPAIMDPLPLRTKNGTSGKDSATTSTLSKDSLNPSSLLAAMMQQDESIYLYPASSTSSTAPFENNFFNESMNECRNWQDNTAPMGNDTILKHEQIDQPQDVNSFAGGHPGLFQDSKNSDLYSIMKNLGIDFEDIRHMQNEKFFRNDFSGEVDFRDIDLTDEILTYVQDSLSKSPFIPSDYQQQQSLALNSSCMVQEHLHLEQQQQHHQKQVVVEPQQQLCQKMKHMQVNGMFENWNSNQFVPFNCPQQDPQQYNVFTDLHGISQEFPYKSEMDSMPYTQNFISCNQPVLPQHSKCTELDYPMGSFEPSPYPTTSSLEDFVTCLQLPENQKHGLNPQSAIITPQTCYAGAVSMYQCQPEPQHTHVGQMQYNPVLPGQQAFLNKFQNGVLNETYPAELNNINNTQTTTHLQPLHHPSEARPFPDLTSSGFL
proCasp7 act: activates human procaspase-7, counter-screen for procaspase-3 activators; P55210; recombinant procaspase-7, Ac-DEVD-pNA absorbance 405 nm; D23A/D198A/D206A triple mutant, cannot self-cleave; scale: DMSO 0, 5 µM enzyme 100; activation, % at 8.5 µM; actives 0.093% (n = 330,000); AID 463210;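 active = percent activation above the screen-wide mean plus 3 SD, cut at about 25% in these data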
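System: Uncleavable procaspase-7 mutant enzyme; Amount: 2 µM procaspase-7 mutant as dispensed; Schedule: 1 h compound preincubation, 2 h substrate cleavage, 25 °C; Measured by: 405 nm absorbance of p-nitroaniline; Evaluation: percent activation from buffer-corrected 0–120 min absorbance change; Control set: low DMSO alone, high DMSO plus 5 µM PC-7.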
GASC-1 inh: blocks human GASC-1 demethylase activity | GST-JMJD2C(1-420) H3K9me3 demethylation, DELFIA europium | inhibition, % at 2.35 µM | actives 0.069% (n = 330,000);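 active = more than half of a compound's replicate wells show inhibition beyond 50%, single wells judged on their own value; inconclusive = some, but no more than half, of replicates pass 50% inhibition; inactive = no replicate passes 50% inhibition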;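 note: signal counts dimethyl H3K9 product captured on neutravidin plate; 0% = median of DMSO wells and 100% = 0.3 times that DMSO median; strong numbers were not always called active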
RPL19A TOR yeast: modulators of TOR pathway RPL19A-GFP in S. cerevisiae; S. cerevisiae RPL19A-GFP strain, flow cytometry, 3 h; hits give low values; percent response vs DMSO, % at 10 µM; actives 0.3% (n = 330,000);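 active = percent response vs DMSO below 50%; inconclusive = fewer than 70 events counted for the yeast strain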;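 note: median channel GFP fluorescence of the barcoded RPL19A-GFP strain; ratio of sample median GFP to plate DMSO average so 100% = DMSO; lower means less RPL19A-GFP as with rapamycin TOR inhibition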
Yeast superoxide: lowers age-related superoxide in aged yeast cells; actives 0.18% (n = 330,000); superoxide response (% of plate mean), % at 10 µM; S. cerevisiae aged cells, superoxide DHE fluorescence; hits give low values;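 active = superoxide response under a set limit, about three screen SD below normal, cut at about 65% in these data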;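 note: yeast aged for seven days with compound at 30 °C before DHE staining; 100% = average MFI of all compound-treated wells on the plate with controls excluded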
procasp3 activ: activators of human procaspase-3 | P42574 | recombinant procaspase-3 D3A, Ac-DEVD-pNA absorbance 405 nm | activation, % at 8.5 µM | actives 0.11% (n = 330,000);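 active = activation above the mean of all tested compounds plus 3 SD, cut at about 21% in these data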;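 note: 0% = DMSO alone and 100% = DMSO wells spiked with extra 5 µM PC-3 D3A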
Target sequence (P42574 whole entry D9A/D28A/D175A): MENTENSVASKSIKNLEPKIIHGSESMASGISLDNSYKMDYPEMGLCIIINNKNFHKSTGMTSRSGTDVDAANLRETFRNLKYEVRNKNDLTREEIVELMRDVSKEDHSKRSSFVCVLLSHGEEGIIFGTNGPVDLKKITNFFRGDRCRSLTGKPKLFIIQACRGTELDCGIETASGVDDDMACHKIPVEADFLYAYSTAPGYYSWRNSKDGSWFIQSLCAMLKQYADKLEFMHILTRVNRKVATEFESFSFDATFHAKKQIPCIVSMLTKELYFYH
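Technique: 405 nm absorbance of p-nitroaniline, reads at 0 and 120 min; Test system: Procaspase-3 D3A mutant; Incubation: 1 h enzyme-compound preincubation, then 2 h substrate reaction, 25 °C; Repeats: singlicate, each compound tested once; Benchmarks: low control DMSO wells, high control DMSO plus 5 µM PC-3 D3A.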
* marks the source's active call; other numbers are inactive results; ? = inconclusive; nt = no result given; [ ] = dose if it differs, or a comment.

SMILES	LAP4 TOR yeast	MEP2 TOR yeast	AHR act	proCasp7 act	GASC-1 inh	RPL19A TOR yeast	Yeast superoxide	procasp3 activ
CC1=NOC(=O)/C1=C\c1ccccc1	104	92	2	2	17	93	108	-1
Cc1nn(C(C)C(=O)O)c(C)c1[N+](=O)[O-] (stereo unspecified)	81	95	-1	-1	-2	85	111	-4
CCOc1ccc(NC(=O)CNC(=O)c2ccc([N+](=O)[O-])cc2)cc1	107	98	1	5	5	96	116	10
COC(=O)c1cc(NC(=S)N2CCN(C(=O)C3CCCO3)CC2)cc(C(=O)OC)c1 (stereo unspecified)	97	100	6	-16	-2	100	83	-1
Cc1nsc(N)c1C(=O)O	93	99	1	1	7	96	86	-6
COc1ccc(C(=O)CSc2cc(C)nc(SCC(=O)c3ccc(C)cc3)n2)cc1	110	99	3	10	2	99	94	-4
CC(C)CN(C(=O)CSc1nn(-c2ccc(Cl)cc2)c(=S)s1)C1CCS(=O)(=O)C1 (stereo unspecified)	90	106	2	0	3	103	107	13
Nc1ccn(-c2ccccc2)c(=O)c1	97	103	-3	11	4	96	103	6
Cc1ccc(CNC(=O)Cc2ccc(-n3c(=O)[nH]c4ccsc4c3=O)cc2)cc1	88	96	-2	-6	1	99	56*	-3
COc1cccc(Cn2c(=O)oc3ccccc32)c1	102	112	5	-3	-26	106	112	6
O=C(CC1(O)C(=O)N(CN2CCOCC2)c2ccccc21)c1ccccc1 (stereo unspecified)	87	98	7	9	4	99	100	-1
COc1ccc(-n2nnnc2-c2cccc(OC)c2)cc1	102	102	0	-6	7	101	93	10
O=C(CCc1ccccc1Cl)Nc1cccc(S(=O)(=O)N2CCCC2)c1	74	101	-1	4	14	107	99	-2
Cc1cc(NC(=O)COC(=O)C2CC(=O)N(c3cccc(C)c3C)C2)no1 (stereo unspecified)	93	99	-1	9	11	107	94	-4
Cc1cc(C)c(C#N)c(SCc2cn3ccccc3n2)n1	103	110	5	-7	-4	107	114	5
COc1ccc(Nc2nc(C(F)(F)F)nc(C)c2C#N)cc1	90	93	42	-3	-3	103	97	5
O=C1/C(=C/c2ccco2)CCc2ccccc21	92	100	5	-24	13	100	100	-7
COc1cc2cnc(-c3ccccc3)cc2cc1OC	99	98	114*	4	3	92	78	2
COc1cccc(C2c3[nH]c4ccccc4c3CCN2Cc2ncc[nH]2)c1 (stereo unspecified)	99	95	21	-2	-25	93	90	-11
O=C(N1CCN(S(=O)(=O)c2ccc(Cl)cc2)CC1)n1ccnc1	110	102	1	3	21	105	100	2
COc1ccc(Cl)cc1NC(=O)c1nnn(CC(=O)Nc2ccc(OC)c(OC)c2)c1N	100	100	2	0	-1	101	121	8
COc1cc(NC(=O)c2sc3nc(C)nc(N4CCOCC4)c3c2C)cc(OC)c1OC	108	109	2	-8	0	100	104	4
CC(C)(C)OC(=O)N1CCC[C@H]1C(=O)OCC(=O)Nc1cc(S(C)(=O)=O)ccc1Cl	101	98	1	-1	2	95	83	1
CCCN(CCC)C(=O)c1ccc2nc(-c3ccc(OC)c(OC)c3)c(-c3ccc(OC)c(OC)c3)nc2c1	94[may fluoresce violet]	104[may fluoresce violet]	-1	-2	2	102[may fluoresce violet]	98	-5
COc1cccc(/C=N/NC(=O)c2ccc(OCc3cccc(Br)c3)cc2)c1	110	112	23	1	6	105	104	6
Cc1cc(=O)oc2ccc(OCC(=O)N(Cc3ccc(F)cc3)Cc3ccco3)cc12	107	98	-1	-2	22	101	90	7
COc1cccc(/C=N/NC(=O)c2cc(C34CC5CC(CC(C5)C3)C4)[nH]n2)c1	93	93	2	8	-6	95	101	2
Cc1cc(OCC(=O)Nc2ccc3c(c2)OCCO3)ccc1Cl	124	105	4	4	-2	100	92	-5
Cc1cc(C)nc(Sc2c(C)n[nH]c2C)n1	108	107	2	5	2	100	128	-4
Nc1cccc2c1C(=O)N(CCOc1ccc(F)cc1)C2=O	93	94	98*	-12	20	93	115	-14

In another format: four of the compounds above
| molecule | LAP4 TOR yeast | MEP2 TOR yeast | AHR act | proCasp7 act | GASC-1 inh | RPL19A TOR yeast | Yeast superoxide | procasp3 activ |
| --- | --- | --- | --- | --- | --- | --- | --- | --- |
| CC(C)(C)OC(=O)N1CCC[C@H]1C(=O)OCC(=O)Nc1cc(S(C)(=O)=O)ccc1Cl | 101 | 98 | 1 | -1 | 2 | 95 | 83 | 1 |
| CCCN(CCC)C(=O)c1ccc2nc(-c3ccc(OC)c(OC)c3)c(-c3ccc(OC)c(OC)c3)nc2c1 | 94[may fluoresce violet] | 104[may fluoresce violet] | -1 | -2 | 2 | 102[may fluoresce violet] | 98 | -5 |
| COc1cccc(/C=N/NC(=O)c2ccc(OCc3cccc(Br)c3)cc2)c1 | 110 | 112 | 23 | 1 | 6 | 105 | 104 | 6 |
| Cc1cc(=O)oc2ccc(OCC(=O)N(Cc3ccc(F)cc3)Cc3ccco3)cc12 | 107 | 98 | -1 | -2 | 22 | 101 | 90 | 7 |

(next part)
SMILES	LAP4 TOR yeast	MEP2 TOR yeast	AHR act	proCasp7 act	GASC-1 inh	RPL19A TOR yeast	Yeast superoxide	procasp3 activ
Cc1ccc(CN2CCCCC2C(=O)Nc2ccc(Oc3cccnc3)cc2)o1 (stereo unspecified)	113	106	8	-1	2	101	89	0
CN(C)S(=O)(=O)c1cccc(NC(=O)c2c[nH]c3ccccc23)c1	91	102	49*	-2	26	101	119	1
COC(=O)CSc1nnc(-c2ccc(NS(=O)(=O)c3ccccc3)cc2)o1	98	96	4	-1	7	95	105	0
O=C(c1cc2nc(-c3ccco3)cc(C(F)(F)F)n2n1)N1CCN(c2ccccc2)CC1	97	99	1	-1	6	96	100	2
CN(C)C1=NCCN1CCc1ccc(F)cc1	99	101	1	-2	8	107	101	13
O=C(CCN1C(=O)/C(=C/C=C/c2ccccc2)SC1=S)Nc1ccccn1	105	108	-5	-9	-2	98	100	-14
CC(=O)c1cnn(-c2c(Cl)cc(Cl)cc2Cl)c1C	111	114	-2	5	-1	106	87	-3
C=CCO/N=C(/C)c1ccc(Oc2cnccn2)cc1	100	111	11	-3	14	106	95	10
COc1cccc(NC(=O)C2CCN(c3cnccn3)CC2)c1	97	96	4	1	-11	96	101	8
COc1cccc(NC(=O)CSc2nc3ccsc3c(=O)n2-c2ccc(C(=O)O)cc2)c1	83	79	2	1	9	84	92	0
O=C(N/N=C/c1cccnc1)c1cc(-c2ccccc2OCc2ccccc2)n[nH]1	95	92	0	4	8	97	105	-4
CC(C)NC(=O)NC(=O)CSc1nnc(C(F)(F)F)n1C	94	96	0	8	-8	96	92	-2
CC1CN(C2=CC(=O)CCC2)CC(C)O1 (stereo unspecified)	108	102	5	-23	8	97	90	-18
CCn1cc(/C=C2\SC(=O)N(CC(=O)Nc3ccc4c(c3)OCO4)C2=O)c2ccccc21	90	95	-1	7	nt	79	96	-4
O=C(CCn1c(=O)oc2ccccc21)Nc1ccc2c(c1)OCCO2	99	95	42	5	7	95	114	-2
COc1ccc(N2CCN(S(=O)(=O)c3c(C(=O)N4CCOCC4)c(C)n(C)c3C)CC2)cc1	87	92	16	2	-2	99	86	0
COc1ccc(C(NC(=O)C2CCCCC2)c2c(O)ccc3ccccc23)cc1 (stereo unspecified)	97	104	15	9	5	104	93	9
CCCCCn1c(Sc2ccccc2)nc2c1c(=O)[nH]c(=O)n2C	107	102	3	0	-8	101	133	5
COC(=O)c1ccc(COc2nc(C)cc(C)c2C#N)o1	105	105	-5	-13	-3	104	81	-4
O=C(O)CCNS(=O)(=O)c1ccc(Oc2ccccc2)cc1	103	106	1	5	-5	108	84	8
Cc1n[nH]c(C)c1Cc1ccc(C(=O)O)cc1	100	101	0	15	1	100	84	2
COCCCNC(=S)NNC(=O)c1csc2ccccc12	91	90	5	-1	6	100	106	1
O=C(NCC1(N2CCOCC2)CCCCC1)c1ccc(S(=O)(=O)Nc2ccccc2F)cc1	101	100	-1	-2	11	96	92	-5
Fc1ccc(NC(=S)Nc2ccccc2OC(F)F)cc1Cl	105	103	1	-12	4	98	96	2
CCOc1ccccc1CNC(=O)CCNS(=O)(=O)c1ccc2[nH]c(=O)oc2c1	100	98	-1	-1	-11	100	103	1
CCn1c(COc2cc(C)cc(C)c2)nnc1SCC(=O)N1CCN(c2ccccc2)CC1	104	101	-2	3	-49	98	109	8
COC(=O)CNC(=O)C1CCN(C(=O)OCc2ccccc2)CC1	107	110	5	6	11	111	99	-6
COc1cc(-c2n[nH]c(=S)n2-c2ccccc2C(F)(F)F)cc(OC)c1OC	106	105	3	-20	13	101	94	-10
CC1(O)C(=O)C=C2C=C(c3ccsc3)OC=C2C1=O (stereo unspecified)	103	91	0	-7	8	94	94	-8
Cc1ccc(OCC(=O)NC(C)c2ccccc2)cc1 (stereo unspecified)	90	105	6	4	2	105	97	1

Single records, as listed above:
Record of CCn1c(COc2cc(C)cc(C)c2)nnc1SCC(=O)N1CCN(c2ccccc2)CC1 → LAP4 TOR yeast: 104; MEP2 TOR yeast: 101; AHR act: -2; proCasp7 act: 3; GASC-1 inh: -49; RPL19A TOR yeast: 98; Yeast superoxide: 109; procasp3 activ: 8
Record of CC1(O)C(=O)C=C2C=C(c3ccsc3)OC=C2C1=O (stereo unspecified) → LAP4 TOR yeast: 103; MEP2 TOR yeast: 91; AHR act: 0; proCasp7 act: -7; GASC-1 inh: 8; RPL19A TOR yeast: 94; Yeast superoxide: 94; procasp3 activ: -8

Other records:
SMILES	LAP4 TOR yeast	MEP2 TOR yeast	AHR act	proCasp7 act	GASC-1 inh	RPL19A TOR yeast	Yeast superoxide	procasp3 activ
COc1cc(NC(=O)COC(=O)/C=C/c2ccc(Cl)cc2Cl)cc(OC)c1	97	106	-2	12	-3	103	107	15
COc1cccc(CN(CC(=O)NCc2ccccc2)S(=O)(=O)CCl)c1	102	88	0	2	0	97	91	2
CNc1nc(NC)nc(-n2c(C(F)(F)F)nc3ccccc32)n1	112	105	2	0	25	102	87	-4
CC(=O)Nc1cccc(NS(=O)(=O)c2cc3c4c(c2)CCN4C(=O)CC3)c1	100	108	-2	5	?	nt	91	5
CC(C)N(Cc1ccccc1)S(=O)(=O)c1ccc2c(c1)NC(=O)CO2	95	104	-3	-2	-4	103	124	-2
CCOc1ccccc1NC(=O)COC(=O)CC(C)(C)CC1=NS(=O)(=O)c2ccccc2N1	113	110	5	-2	-1	104	58*	5
O=C(COc1ccc(Nc2ccccc2)cc1)OCC(=O)N1CCCCC1	94	99	-1	8	7	98	91	-2

Some entries already given, reduced to procasp3 activ, MEP2 TOR yeast and proCasp7 act.
Structure	procasp3 activ	MEP2 TOR yeast	proCasp7 act
CC(=O)Nc1cccc(NS(=O)(=O)c2cc3c4c(c2)CCN4C(=O)CC3)c1	5	108	5
O=C(COc1ccc(Nc2ccccc2)cc1)OCC(=O)N1CCCCC1	-2	99	8
COc1cccc(CN(CC(=O)NCc2ccccc2)S(=O)(=O)CCl)c1	2	88	2
CNc1nc(NC)nc(-n2c(C(F)(F)F)nc3ccccc32)n1	-4	105	0
CC(C)N(Cc1ccccc1)S(=O)(=O)c1ccc2c(c1)NC(=O)CO2	-2	104	-2
